M1 PAM parental – M1 PAM counterscreen hit in parental CHO-K1 cells | ATP EC20, Fluo-8 calcium fluorescence; 0% at ATP EC20, 100% at ATP max | activation, % at 3 µM | 360,000 compounds, 0.02% hits | AID 602247;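 active means activation above the run cutoff, the mean activation of all test compounds plus 3 SD, cut at about 40% in these data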;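 further: peak over basal fluorescence ratio in a 140 s read after ATP addition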
M4 PAM – CHRM4 positive allosteric modulation; activation, % at 3 µM; AID 624126; P08173; CHO-K1 hM4/Gqi5, Fluo-8 calcium fluorescence, ACh EC20; 0% = ACh EC20, 100% = maximal ACh; 360,000 compounds, 0.4% hits;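 active means activation above its plate's cutoff, the mean activation of sample wells plus 3 SD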; further: some results filed as inactive read as strong as hits
CRFR2-BP ag – CRF-BP/CRF-R2 complex agonism; HEK293 CRF-R2/CRF-BP, calcium dye fluorescence (FLIPR); percent of saturating CRF peptide response; activation, % at 13.2 µM; 350,000 compounds, 0.46% hits;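 active means activation of at least 50%, plus an integration ratio under a set limit after plate pattern correction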;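 further: plate controls were neutral control wells without compound for no effect and CRF at EC100 for full effect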
TAAR1 antag – antagonists of human TAAR1 | Q96RJ0 | CHO RD-HGA16 TAAR1, Fluo-8 calcium fluorescence, antagonist | inhibition, % at 3 µM | 360,000 compounds, 1.5% hits;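 active means inhibition above a per-plate cutoff, the mean inhibition of test compounds on that plate plus 3 SD, cut at about 49% in these data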;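 further: 0% = DMSO plus EC80 beta-PEA response and 100% = DMSO alone without agonist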
Target sequence (Q96RJ0 whole entry, looked up): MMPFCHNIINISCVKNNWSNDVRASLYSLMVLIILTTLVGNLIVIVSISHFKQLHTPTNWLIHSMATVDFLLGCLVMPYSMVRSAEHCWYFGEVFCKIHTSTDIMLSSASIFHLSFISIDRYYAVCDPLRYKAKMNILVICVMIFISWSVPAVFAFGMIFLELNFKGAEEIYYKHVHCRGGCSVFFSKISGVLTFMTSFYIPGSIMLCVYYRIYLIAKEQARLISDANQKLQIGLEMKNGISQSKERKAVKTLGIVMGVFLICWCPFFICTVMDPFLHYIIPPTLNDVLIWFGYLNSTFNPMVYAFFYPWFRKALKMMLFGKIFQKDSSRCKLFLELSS
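System: CHO RD-HGA16 cells bearing hTAAR1. Reagent: EC80 β-phenethylamine stimulus. Schedule: seeding 17-24 h prior, 75-min 37 °C, 30-min RT dye loading. Signal: Fluo-8 intracellular calcium dye fluorescence, real-time kinetic reads. Read-out: % inhibition from peak post-agonist over basal fluorescence ratio. Benchmarks: vehicle wells and EC80 agonist wells. Replicates: n of 1.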
CRFR2-BP antag – antagonists of CRF-binding protein/CRF-R2 receptor complex; inhibition, % at 11.8 µM; HEK293 CRF-R2/CRF-BP, CRF-induced calcium fluorescence; 350,000 compounds, 0.59% hits;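 active means inhibition of the ligand-induced calcium signal above about 50% at the single tested concentration, limit read from the data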
M5 antag – blocks acetylcholine activation of human M5 receptor; P08912; CHO-hM5 cells, Fluo-8 calcium fluorescence, ACh EC80; inhibition, % at 3 µM; 360,000 compounds, 0.59% hits; AID 624040;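 active means inhibition above a per-plate cutoff, the mean of that plate's test compounds plus 3 SD, cut at about 27% in these data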;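 further: 0% = acetylcholine EC80 with DMSO and 100% = DMSO without agonist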
CHRM5 agonist – CHRM5 agonism in calcium assay; 360,000 compounds, 0.19% hits; P08912; activation, % at 3 µM; AID 624037; CHO-K1 hM5 cells, Fluo-8 calcium fluorescence; 0% DMSO wells, 100% maximal acetylcholine response;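 active means activation above the run's mean over test compounds plus 3 SD, cut at about 23% in these data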;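 further: signal is peak over basal fluorescence ratio across the kinetic read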
M5 PAM – CHRM5 positive allosteric modulation; P08912; CHO-K1 hM5, Fluo-8 calcium, ACh EC20 PAM; 0% = ACh EC20, 100% = ACh EC100; activation, % at 3 µM; 360,000 compounds, 0.3% hits;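 active means activation above the run cutoff, the mean activation of all test compounds plus 3 SD, cut at about 18% in these data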
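System: CHO-K1 cell line with stable human muscarinic M5 receptor expression | Also added: EC20 acetylcholine as agonist stimulus | Compound: One concentration, 3 µM final (nominal) | Timing: Fluo-8 loading 80 min at 37 °C plus 30 min room temperature | Measured by: Fluo-8 calcium dye fluorescence, kinetic read | Read-out basis: % activation, ACh-normalized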
TAAR1 agonist – human TAAR1 agonism. Q96RJ0. CHO RD-HGA16 TAAR1, Fluo-8 calcium fluorescence; vehicle wells 0%, saturating PEA agonist 100%. activation, % at 3 µM. 360,000 compounds, 0.99% hits. AID 624467;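 active means activation above the mean activation of all test compounds in the run plus 3 SD, cut at about 38% in these data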
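Test system: RD-HGA16 (CHO) cells co-expressing Gα16 and hTAAR1 / Benchmarks: DMSO vehicle as 0%, PEA at EC100 as 100% / Repeats: no replicates (n 1) / Measure: % activation from peak over basal fluorescence ratio, DMSO-to-PEA scaled / Timing: 17-24 h plating, Fluo-8 75 min 37 °C, 30 min RT / Technique: kinetic Fluo-8 calcium fluorescence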
* = called active by the depositor; x = no result given.

SMILES	M1 PAM parental	M4 PAM	CRFR2-BP ag	TAAR1 antag	CRFR2-BP antag	M5 antag	CHRM5 agonist	M5 PAM	TAAR1 agonist
C=CCn1c(C)c(C(C)=O)c(N2CCOCC2)nc1=S	8	-3	1.0	7	3	8	-11	-5	3
Cc1ccc(NC(=O)N2CCc3ccccc32)cc1	-7	13	-0.7	-2	7	-6	-7	8	-3
O=C(Nc1nnc(C2CC2)s1)C1=NN(C2CCS(=O)(=O)C2)C(=O)CC1 (stereo not drawn)	13	-2	-0.3	11	-1	0	0	-7	6
O=C(O)CCC(=O)N1CCN(c2nc(-c3ccccc3Cl)c3cc(Br)ccc3n2)CC1	26	5	0.9	-30	-6	-9	1	5	10
O=C1C=C(c2cccnc2)CCC1	4	1	1.9	-10	-2	6	0	0	9
C=CCc1c(C)nc(SC)nc1Nc1ccc(C(C)=O)cc1	-3	12	-1.7	-5	19	7	-6	0	10
O=C(OCC#CCSc1nnc(-c2ccncc2)o1)c1cccs1	18	-1	-2.3	-12	-1	-2	-1	0	15
COc1ccc(-c2nc(-c3ccccc3)nc(Cl)c2C#N)cc1	-9	-3	-3.8	12	10	0	0	-1	1
COc1ccccc1S(=O)(=O)Nc1ccc(S(=O)(=O)Nc2nccs2)cc1	-2	3	-0.3	-20	2	4	2	-1	5
CN(C)c1ccc(Cl)cc1N	-2	7	1.3	9	2	3	6	18	0
COC(C(=O)NNC(=O)Cc1ccc(Cl)cc1)c1ccccc1 (stereo not drawn)	-4	-2	-0.7	-4	-1	4	0	4	3
CN(CC(=O)Nc1cccc(F)c1)C(=O)c1cccc(S(=O)(=O)N2CCN(c3ccccc3)CC2)c1	14	-5	2.8	9	0	9	2	-1	6
CCN(CC)S(=O)(=O)c1cccc(C(=O)Oc2cccc(NC(=O)c3cccs3)c2)c1	8	0	0.4	11	-7	7	-1	-13	6
CCOc1ccc(CCNC(=O)COC(=O)c2cc(S(=O)(=O)N3CCOCC3)ccc2F)cc1OCC	-16	7	1.1	-12	-27	1	-7	-2	-1
Cc1ccc(S(=O)(=O)N2CCCCC2)cc1C(=O)OCC(=O)N1c2ccccc2NC(=O)C1(C)C	-4	0	2.5	5	4	20	-2	-7	0
CCOC(=O)C1=NN(c2ccc([N+](=O)[O-])cc2)CC1C(=O)OC (stereo not drawn)	23	1	-1.5	16	2	2	-2	3	-1
Cc1ccc(S(=O)(=O)N2CCCCC2)cc1NC(=O)c1cncc(Br)c1	10	-2	-1.2	-7	1	8	-2	0	6
COc1ccc(C)cc1-n1nnnc1SCc1nc2ccccc2c(=O)[nH]1	16	1	-1.2	7	0	4	4	2	3
CCOc1ccc(N2CC(C(=O)OCC(=O)NCc3ccccc3)CC2=O)cc1 (stereo not drawn)	-6	4	0.3	10	25	4	0	-2	0
Cc1ccc2c(c1C)NC(=O)C21N2CCCC2C(C(=O)c2ccc3ccccc3c2)C12C(=O)Nc1ccccc12 (stereo not drawn)	20	11	-0.4	-43	-39	6	8	19*	11
Cc1ccc(CCN2CC(C(=O)NC(C)C)CC2=O)cc1 (stereo not drawn)	-24	7	-0.5	-16	1	4	-3	0	25
CCOc1ccc(/C=C2\SC(=S)NC2=O)cc1OC	15	-2	-0.1	3	7	-5	1	-1	0
Cn1nnnc1SCCNCc1cc(Cl)ccc1OCc1ccccc1	3	-15	-0.4	24	32	14	-1	-17	2
COc1ccc(CN2CCN(C(=O)CC(C)C)CC2)cc1	8	-1	0.2	-9	4	-4	-2	1	8
Cc1cc(S(=O)(=O)ON2C(=O)c3ccccc3C2=O)ccc1F	13	-6	1.6	-4	13	1	2	8	4
CCOC(=O)c1ccc(NC(=S)N2CCN(c3ccc(N4CCOCC4)nn3)CC2)cc1	29	3	0.8	-2	-10	-12	0	10	13
CC1(C)CC(=O)C2=C(C1)NC(=O)CC2	4	2	x	-10	x	8	0	-7	1
O=C(N/N=C/c1cc2c(cc1Br)OCO2)c1cc2ccccc2o1	23	-1	0.2	6	-3	-2	-5	-2	0
CN(Cc1ccccc1)C(=O)c1ccccc1NC(=O)c1ccco1	16	1	-1.6	1	-40	5	-2	-1	7
CC1(C(=O)O)CCC(C(=O)Nc2ccccc2O)C1(C)C (stereo not drawn)	-9	0	-0.1	-11	-1	-7	2	4	6
CCOC(=O)c1ccc(NCn2c(=O)oc3ccccc32)cc1	3	-8	62*	0	-84	0	-2	2	16
COc1ccc(NC(=S)NCC2CCN(c3ccc(OC)cc3)C2)cc1 (stereo not drawn)	13	-2	-1.4	-10	17	3	-2	-5	7
N#CC1(Nc2ccc(Br)cc2)CCCC1	-12	-2	1.7	-2	0	26	-1	-9	0
Cc1ccc(C)c(C(=O)CC2(O)C(=O)N(C)c3ccccc32)c1 (stereo not drawn)	19	-3	-2.4	2	-11	0	1	-4	11
CCN(CC(=O)N1CCCC1)S(=O)(=O)c1ccc(F)cc1	12	-4	-1.7	-16	7	4	0	1	1
COc1cccc(N2CCN(C(=O)C3CCN(S(=O)(=O)c4cccs4)CC3)CC2)c1	14	-1	-0.5	-6	2	3	1	-5	3
CC(C)(C)NC(=O)C(c1cccnc1)N(C(=O)c1csnn1)c1ccccc1 (stereo not drawn)	-13	-9	0.2	18	-7	7	-1	5	16
Cc1ccc(C(=O)N/N=C(\CC(C)C)c2ccccc2)cc1	-8	0	0.2	0	-1	-5	0	0	0
CCCOc1ccc(CCN2CCC(=O)NC2=O)cc1C	19	2	-1.4	1	-10	-13	-9	5	19
CCCOc1nc(C)cc(COC)c1C(N)=O	4	1	-1.3	-8	7	-1	1	4	0
C[C@H](CO)N1C[C@H](C)[C@@H](CN(C)C(=O)NC2CCCCC2)Oc2ccc(NC(=O)Cc3ccccc3)cc2C1=O	12	-6	-2.8	-8	6	-8	-1	3	0
COc1ccc(COC(=O)C2CC(=O)N(Cc3ccc(C)cc3)C2)cc1 (stereo not drawn)	5	20	-2.2	x	14	-9	-1	-6	x
COc1ccc(C)cc1S(=O)(=O)N1CCN(C(=O)c2ncoc2-c2cccc(F)c2)CC1	15	-4	-1.0	9	-1	2	-6	-2	1
CC(C)NC(=S)NNC(=O)C12CC3CC(CC(C3)C1)C2	-1	4	-0.5	10	-9	-7	1	4	13

Assay outcomes from PubChem.
